Assay outcomes as filed in PubChem.
uPA generation = qHTS for Inhibitors of Cell Surface uPA Generation; cell surface uPA generation assay, qHTS; Potency, µM (top dose mostly 38.3 µM), for the others: top-dose activity change, negative = inhibition, most hits filed as inhibitors; 330,000 compounds, 0.31% hits; active means well fitted inhibition curve with a large enough effect; inconclusive means small, poorly fitted or top-dose-only effect; inactive means no such curve, though single readings can be large or run the other way; tested in mouse RAW 264.7 cells; further: potency means the concentration at half of the fitted maximal effect; nearly all actives have a fitted effect of over 55% in size
PKM2 activator = qHTS Assay for Activators of Human Muscle isoform 2 Pyruvate Kinase. Pyruvate kinase PKM (Homo sapiens), P14618. purified PKM2, Kinase-Glo ATP luminescence, activation; response scale: 0% is enzyme alone, no compound. Potency, µM (highest dose often 57.5 µM), inactives show at the top dose activation, actives largely listed as activators. 260,000 compounds, 0.34% hits; further: potency means the concentration at half of the fitted maximal effect; nearly all actives have a fitted effect of over 55% in size
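Kinase-Glo luminescence reports ATP generated from ADP (0.1 mM) and PEP (0.5 mM) by purified hPK-M2 after 1 h at room temperature, pH 7.2 imidazole buffer; intermediate enzyme activity allows detecting inhibitors and activators.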
B2AR arrestin = qHTS assay of beta-arrestin-biased ligands of beta2-adrenergic receptor | 330,000 compounds, 0.02% hits | beta-arrestin recruitment to beta2AR, cell-based reporter | Beta-2 adrenergic receptor (Homo sapiens), P07550 | Potency, µM (series often up to 46.1 µM), inactives show top-dose activation, usual class: activators | AID 492947, 2010;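 further: potency means the concentration at half of the fitted maximal effect; 0% = DMSO controls and full agonism = EC100 isoproterenol or metaproterenol; nearly all actives have a fitted effect of over 65% in size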
Eya2 inh = qHTS Assay for Inhibitors of the Phosphatase Activity of Eya2. Potency, µM (series often up to 76.9 µM), without a hit: at the top dose activity, negative = inhibition, most hits filed as inhibitors. 330,000 compounds, 0.006% hits. recombinant Eya2, OMFP fluorescence dephosphorylation (OMFP is methylfluorescein phosphate). Protein phosphatase EYA2 (Homo sapiens), O00167; further: potency means the concentration at half of the fitted maximal effect
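Eya2 (0.2 uM) preincubated 10 min at ambient with compound, then OMFP substrate added at 50 uM; 10 min reaction in 50 mM HEPES pH 7.5, 50 mM NaCl, 5 uM MgCl2, 0.05% BSA, 1 mM DTT. Fluorescence read at Ex 485/Em 525 nm.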
Giardia killer = Small Molecules that selectively kill Giardia lamblia: qHTS | Giardia lamblia trophozoite viability | activity change, % at 7.66 µM, hits read low | 340,000 compounds, 0.15% hits; in the data active means activity change below about -80%; inconclusive means between about -30% and that limit;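 further: parasites exposed to compound for two days anaerobically before the ATP read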
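Viability, read as ATP luminescence: trophozoites at 100 cells/well, compound added, 48 hrs anaerobic at 37 deg C, then 15-30 min room-temperature development before reading.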
USP2a block = qHTS Assay for Inhibitors of Ubiquitin-specific Protease USP2a Using CHOP2 as the Reporter. Ubiquitin carboxyl-terminal hydrolase 2 (Homo sapiens), O75604. USP2 core, Ub-CHOP2 coupled fluorogenic reporter, 485/531. Potency, µM (doses to about 38.3 µM), inactives show at the highest dose activity change, negative = inhibition, actives largely listed as inhibitors. 330,000 compounds, 0.01% hits. AID 463254, 2010;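 further: potency means the concentration at half of the fitted maximal effect; plate controls were DMSO wells for no effect and full inhibition by NEM control for full effect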
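Cell-free coupled assay: 10nM USP2 core preincubated 30min RT with compound in Tris-HCl pH 8.0/CaCl2/CHAPS buffer, then 25nM Ub-CHOP2 and 25nM reporter substrate; fluorescence (Ex 485/Em 531) read after 60min RT, normalized to NEM inhibition, concentration-response curves fitted.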
GALK inhibitor = qHTS Assay for Inhibitors of Human Galactokinase (GALK); 270,000 compounds, 0.007% hits; AID 1868, 2009; Purified GALK, Kinase-Glo residual ATP luminescence; P51570; Potency, µM (titrated, usually from 57.5 µM), for inactives: at the top dose activity change, negative = inhibition, actives largely listed as inhibitors; further: potency means the concentration at half of the fitted maximal effect
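Human GALK (5 nM) with 35 uM ATP and 100 uM galactose in 20 mM HEPES pH 8.0, 5 mM MgCl2, 60 mM NaCl, 1 mM DTT, 0.01% BSA. After 1 h at room temperature, leftover ATP was read by Kinase-Glo Plus luminescence.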
KCNH2 3.1 inh = qHTS for Inhibitors of KCHN2 3.1: Mutant qHTS. activity change, % (tested at about 1.8 µM). AID 720553, 2013. Potassium voltage-gated channel subfamily H member 2, brain isoform KCNH2 3.1 (human). 340,000 compounds, 0.95% hits. U2OS KCNH2 3.1, thallium flux FluxOr; active compounds read low;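 active means maximum activity change below -70%; inconclusive means maximum activity change from -70% to -50%; inactive means maximum activity change above -50%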;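 further: thallium influx rate constant from kinetic fluorescence after stimulation buffer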
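Kinetic fluorescence (2 min after stimulation buffer) measures Tl+ influx through KCNH2 3.1 expressed by viral transduction in U2OS cells; the rate constant is normalized against DMSO controls serving as positive and negative references.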
KCNH2 WT inh = qHTS for Inhibitors of KCHN2 3.1: Wildtype qHTS | activity change, % at 1.84 µM | Voltage-gated inwardly rectifying potassium channel KCNH2 (Homo sapiens), Q12809 | 340,000 compounds, 0.37% hits | U2OS, BacMam KCNH2, thallium flux FluxOr; active compounds read low;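 active means maximum activity change below -70%; inconclusive means maximum activity change between -70% and -50%; inactive means maximum activity change above -50%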
Target sequence (Q12809 whole entry, looked up): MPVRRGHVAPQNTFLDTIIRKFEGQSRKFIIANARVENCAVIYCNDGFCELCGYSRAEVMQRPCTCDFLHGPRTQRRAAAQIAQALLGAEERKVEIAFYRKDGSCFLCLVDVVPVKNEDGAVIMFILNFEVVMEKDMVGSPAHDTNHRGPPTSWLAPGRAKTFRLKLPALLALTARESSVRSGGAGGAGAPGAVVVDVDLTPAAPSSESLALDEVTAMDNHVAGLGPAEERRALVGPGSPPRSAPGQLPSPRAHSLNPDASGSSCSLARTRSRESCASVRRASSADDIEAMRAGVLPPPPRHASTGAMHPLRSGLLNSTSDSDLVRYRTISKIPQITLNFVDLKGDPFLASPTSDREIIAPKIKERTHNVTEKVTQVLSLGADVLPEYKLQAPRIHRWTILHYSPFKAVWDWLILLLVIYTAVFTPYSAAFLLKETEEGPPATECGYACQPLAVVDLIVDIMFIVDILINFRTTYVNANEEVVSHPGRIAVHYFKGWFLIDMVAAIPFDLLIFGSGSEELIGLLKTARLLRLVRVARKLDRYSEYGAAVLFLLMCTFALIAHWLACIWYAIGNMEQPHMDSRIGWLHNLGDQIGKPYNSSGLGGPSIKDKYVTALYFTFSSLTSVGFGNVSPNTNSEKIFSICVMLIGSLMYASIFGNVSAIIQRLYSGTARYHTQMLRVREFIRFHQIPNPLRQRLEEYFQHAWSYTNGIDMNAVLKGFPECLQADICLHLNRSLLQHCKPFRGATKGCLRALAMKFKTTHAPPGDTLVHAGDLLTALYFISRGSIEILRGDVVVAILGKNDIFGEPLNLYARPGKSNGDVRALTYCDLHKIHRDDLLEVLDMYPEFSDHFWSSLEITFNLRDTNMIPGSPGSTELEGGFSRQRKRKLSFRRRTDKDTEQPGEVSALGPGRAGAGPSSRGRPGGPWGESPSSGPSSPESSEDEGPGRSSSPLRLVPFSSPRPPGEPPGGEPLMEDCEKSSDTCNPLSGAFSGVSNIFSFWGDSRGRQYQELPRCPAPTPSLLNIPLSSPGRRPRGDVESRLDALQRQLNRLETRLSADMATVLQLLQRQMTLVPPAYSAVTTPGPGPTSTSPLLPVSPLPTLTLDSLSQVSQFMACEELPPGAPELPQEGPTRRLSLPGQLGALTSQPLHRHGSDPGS
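U2OS cells transduced with wild-type KCNH2 virus are loaded with FluxOr dye for 45 min, and thallium flux is measured in kinetic reads before and after stimulation buffer. Rate constants are normalized to DMSO controls.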
Coupling enz = qHTS Assay for Inhibitors of Fructose-1,6-bisphosphate Aldolase from Giardia Lamblia: Coupling assay counterscreen | activity change, negative = inhibition, % at 58.2 µM, hits read low | 290,000 compounds, 0.67% hits | coupling enzyme system counterscreen, AmpLite Red fluorescence; in the data active means activity change below about -30%
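Coupling enzymes only (glyceraldehyde-3-phosphate) + compound, at 57.5 uM final, 10 min RT; add substrate/coupling/AmpLite Red mix, 20 min RT; fluorescence ex 525/em 598 nm. Actives flag coupling-system interference.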
Chronic BCR inh = qHTS Assay to Find Inhibitors of Chronic Active B-Cell Receptor Signaling. ABC-DLBCL IkBa-CBG/CBR reporter, luminescence ratio, 4 h. Potency, µM (titrated, usually from 46.1 µM), for inactives: at the top dose ratio change, negative = lower green/red ratio, most hits filed as inhibitors. 340,000 compounds, 0.05% hits; active means well fitted inhibition curve with a large enough effect in the signal ratio, with a control signal flat, not every such curve was filed as active; inconclusive means small, poorly fitted or top-dose-only effect, or effect the other way, or a change in a side signal; the % refers to the signal ratio;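 further: potency means the concentration at half of the fitted maximal effect; plate controls were basal doxycycline-induced cells for no effect and cells given 10 µM MG132 for full effect; MG132 reads +100%, hits lower the ratio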
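Concentration-response series (up to 46 uM) were applied to TMD8 dual-reporter cells for 4 h at 37C with doxycycline. Green/red ratio, after filter-overlap correction, defined %Activity; red signal alone was normalised to basal cells and zero luminescence.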
Numbers without * were called inactive; ? = inconclusive; . = not tested or not shown. Unless noted, the call rests on the fitted dose curve; in most records, active means well fitted curve in the direction sought with a large enough effect; inconclusive means small, poorly fitted or top-dose-only effect, or another doubt; inactive means no such curve, though single readings can be large; an effect the other way counts as inactive or inconclusive. Unless noted, on the % scale 0 is the no-effect control and ±100 the full control effect.

SMILES	uPA generation	PKM2 activator	B2AR arrestin	Eya2 inh	Giardia killer	USP2a block	GALK inhibitor	KCNH2 3.1 inh	KCNH2 WT inh	Coupling enz	Chronic BCR inh
CC1(C)CC(=O)C(C=NCc2cccnc2)=C(O)C1	0%	-7%	0.2%	-3%	-10	1%	2%	-17	-1	-1	-5%
CC(C)(C)OC(=O)NCc1ccc(CNC(=O)c2nc[nH]c2C(=O)N2CCN(C(=O)OC(C)(C)C)CC2)cc1	15%	.	0.0%	-8%	6	0%	.	3	-3	.	?
Cc1ccc(N(CC(=O)N2CCCC2)S(C)(=O)=O)c(C)c1	1%	9%	-0.1%	6%	-6	0%	8%	-13	1	1	0%
Fc1ccc(COc2ccc3ccccc3c2CNc2nn[nH]n2)cc1	-6%	1%	-0.1%	1%	-1	0%	9%	-25	2	-4	?
COc1ccc(C(=O)N/C(=C\c2cccc([N+](=O)[O-])c2)C(=O)Nc2cccc(C(=O)O)c2)cc1	4%	-4%	-1.0%	2%	-8	0%	-1%	9	1	12	?
[O-]/C(=C(\C(=S)Nc1cccc2ccccc12)[n+]1ccccc1)c1ccc2c(c1)OCCO2	.	-11%	-0.7%	-10%	10	-11%	0%	-6	-4	-46*	?
Cc1ccccc1OCC(=O)OC(C)CN1CCN(C)CC1 (configuration not stated)	3%	-2%	0.0%	16%	-17	2%	1%	9	-1	1	-5%
CCOC(=O)C(C)N1C(=O)S/C(=C/c2cc(C)n(-c3ccncc3)c2C)C1=O (configuration not stated)	-10%	3%	-0.3%	5%	1	-2%	0%	-10	-8	1	-10%
CN(Cc1ccc(F)cc1)Cc1nc(-c2cnccn2)no1	-2%	-1%	-0.7%	5%	-1	2%	1%	-2	1	1	0%
c1ccc(Cn2nnnc2C(c2cccs2)N2CCc3ccccc3C2)cc1 (configuration not stated)	-17%	0%	-0.1%	-4%	7	-1%	-1%	-5	-6	0	?
CSCCC(NC(=O)COc1ccccc1)C(=O)N1CCN(C(C)=O)CC1 (configuration not stated)	-3%	-5%	-0.4%	-5%	-10	2%	-3%	-3	-9	.	5%
CN(C)CCNC(=O)C(=O)c1c(-c2ccccc2)cc2ccccn12	-4%	-1%	-0.3%	7%	15	2%	5%	17	11	2	-3%
Cc1c(CN2CCN(CC(C)C)C(CCO)C2)[nH]c2ccc(Cl)cc12 (configuration not stated)	2%	0%	0.1%	-18%	-9	1%	0%	-33	18	2	0%
CCCCOC(=O)Nc1nnc(SCCOc2ccc(C)cc2)s1	17%	-1%	0.1%	-4%	8	0%	-3%	-3	-2	3	?
COC(=O)c1ccc(S(=O)(=O)N2C3CCC2CC(NC(=O)NC2CCCCC2)C3)cc1 (configuration not stated)	1%	-1%	0.4%	-5%	-10	1%	1%	?	0	1	-2%
CCN(Cc1ccccc1)C(=O)Cn1cc(S(=O)(=O)NC)c(S(=O)(=O)NC)c1	-1%	.	-0.5%	-28%	4	-4%	-2%	-7	-7	-3	0%
O=C(Nc1nnc(C2=COCCO2)o1)c1ccc(F)cc1	2%	0%	-0.2%	0%	5	2%	3%	23	0	-1	?
Cc1ccc2c(c1)COc1c3ccc(C(=O)O)cc3nn1-2	?	-34%	-1.2%	10%	-5	-1%	.	.	.	18	?
COc1ccc(CNC(=O)COC(=O)c2ccc(Br)o2)cc1	-3%	.	-0.2%	-1%	7	0%	.	-21	-29	.	0%
Clc1ccc2nc(N3CCCCC3)sc2c1	2%	-13%	-0.4%	-7%	-7	0%	2%	-3	-4	-3	?
O=C(COC(=O)CCS(=O)(=O)c1ccccc1)NC(=O)c1ccc(OC(F)F)cc1	1%	.	0.0%	12%	11	2%	.	3	21	.	4%
CN(C)CCNC(=O)C(=O)Nc1cc2c3c(c1)CCC(=O)N3CCC2	7%	.	-0.1%	1%	-11	0%	1%	-7	9	.	0%
N#Cc1ccccc1NC(=O)CSc1nnc(-c2ccccc2)n1-c1ccccc1	-7%	4%	0.0%	17%	17	3%	0%	-32	20	3	4%
O=C(Nc1ccc(N2CCOCC2)cc1)c1cccc(S(=O)(=O)N2CCC(Cc3ccccc3)CC2)c1	3%	-3%	-0.2%	2%	1	2%	1%	-17	1	-1	0%
N#C/C(=C\c1ccc(F)cc1)C(=O)Nc1ccccn1	-4%	.	0.2%	-6%	10	-4%	.	4	-7	1	?
New compounds follow.
SMILES	uPA generation	PKM2 activator	B2AR arrestin	Eya2 inh	Giardia killer	USP2a block	GALK inhibitor	KCNH2 3.1 inh	KCNH2 WT inh	Coupling enz	Chronic BCR inh
CCN1CCN(C(=O)CN(c2ccc(F)cc2)S(=O)(=O)c2ccc(OC)c(OC)c2)CC1	-2%	2%	-0.3%	-8%	11	4%	0%	14	26	1	-3%
CCCCCOC(=O)CSc1n[nH]c(=O)[nH]c1=O	3%	0%	0.1%	?	7	4%	-1%	3	1	3	4%
CCOC(=O)c1oc2ccccc2c1NC(=O)c1ccc(Cl)s1	-10%	3%	0.1%	6%	-20	2%	-1%	5	7	3	9%
CC1CN(CCOCCSc2ccccc2)CC(C)O1 (configuration not stated)	5%	-7%	0.0%	-16%	-29	0%	-1%	-2	-5	3	?
CCOC(=O)C1=C(O)C(Nc2nc3ccccc3s2)(C(F)(F)F)N=C1C (configuration not stated)	.	0%	0.0%	1%	-12	3%	-3%	9	-30	2	-12%
Cc1ccc(NC(=O)C(C)c2cccc(C(=O)c3ccccc3)c2)cc1O (configuration not stated)	-7%	-2%	7.1%	-3%	4	-1%	0%	-3	-23	2	0%
Cc1ccc(C)c(S(=O)(=O)NCC(c2ccc3c(c2)OCO3)N2CCOCC2)c1 (configuration not stated)	-7%	.	0.1%	29%	-11	0%	.	11	7	.	-3%
N#Cc1ccc(CN2CCN(C(=O)CNC(=O)Cc3cccc4ccccc34)CC2)cc1	-4%	.	0.1%	-22%	-3	3%	.	-13	12	.	-1%
COc1ccc(S(=O)(=O)N(C)C)cc1NC(C)C(=O)Nc1cccc(C#N)c1 (configuration not stated)	3%	1%	0.0%	0%	-5	-2%	5%	23	4	1	-4%
COc1ccc(C(=O)Nc2ccc(Cl)cc2C(=O)NCCN2CCOCC2)cc1	-4%	-6%	-0.7%	21%	-4	-1%	-3%	5	11	-6	?
Cc1csc(SCC(=O)Nc2ccc(F)cc2Cl)n1	-5%	.	0.1%	-11%	25	5%	.	1	-25	.	0%
COc1ccc(-n2c(C)nc3cc(C(=O)NCCN4CCOCC4)ccc32)cc1	.	-2%	-0.5%	-1%	-6	8%	3%	3	-183*	2	-10%
Cc1ccc(C(=O)NCC(=O)OCC(=O)c2ccc(Cl)s2)cc1	0%	.	0.4%	3%	15	0%	.	3	0	.	-18%
COc1ccccc1N1CCN(C(=S)NC(=O)/C=C/c2ccc(F)cc2)CC1	-6%	-6%	-0.3%	-20%	17	3%	0%	?	-3	0	?
Cc1cc(C)cc(NC(=O)C(OC(=O)c2ccc([N+](=O)[O-])o2)c2ccccc2)c1 (configuration not stated)	-2%	1%	-0.7%	8%	-5	0%	0%	-11	38	-11	0%
O=C(Nc1ccc(S(=O)(=O)N2CCOCC2)cc1)c1ccccc1	-7%	.	0.3%	6%	7	2%	11%	2	1	0	0%
COCCNC(=S)N(CCCO)Cc1cc2cc3c(cc2[nH]c1=O)OCCO3	-1%	-4%	0.9%	5%	11	0%	0%	-11	2	0	-16%
COc1cc(OC)c(NC(=O)[C@@H]2CCC(=O)N2C2OC(=O)c3c2ccc(OC)c3OC)cc1Cl (some centres not stated)	-4%	1%	-1.3%	-11%	5	0%	.	0	4	0	-7%
CCN(CC(=O)NCc1cccs1)C(=O)/C=C/c1cc(OC)c(OC)c(OC)c1	-2%	.	-0.2%	15%	-1	-1%	.	4	5	.	?
